Assay outcomes: PubChem, National Center for Advancing Translational Sciences (NCATS)
Vif-A3F inh: blocks the Vif interaction with APOBEC3F; HeLa A3F-eYFP + Vif (tagged APOBEC3F with the HIV-1 protein that degrades it), YFP fluorescence increase; Potency, µM (top dose mostly 46.1 µM), inactives show top-dose activity, negative = active; 390,000 tested, 0.2% active; AID 602313; further: potency means the concentration at half of the fitted maximal effect; % of control where 0% means no effect; nearly all actives have a fitted effect of over 65% in size
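Fluorescence increase (Ex 488/Em 500-530) after overnight compound treatment at 37 deg C flags inhibition of Vif-driven A3F-eYFP loss in stable HeLa A3F-eYFP/Vif cells seeded overnight beforehand.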
Vif-APOBEC3G blk: inhibitors of Vif-APOBEC3G interaction. Q9HC16. HeLa A3G-eYFP + Vif (tagged APOBEC3G with the HIV-1 protein that degrades it), YFP fluorescence, overnight. Potency, µM (highest dose often 46.1 µM), inactives show at the top dose activity, negative = active, usual class: inhibitors. 410,000 tested, 0.076% active. AID 602310;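 further: potency means the concentration at half of the fitted maximal effect; on the % scale 0 is the no-effect control and ±100 the full control effect; nearly all actives have a fitted effect of over 60% in size; hits raise eYFP signal because A3G escapes Vif-driven loss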
Target sequence (Q9HC16 whole entry, looked up): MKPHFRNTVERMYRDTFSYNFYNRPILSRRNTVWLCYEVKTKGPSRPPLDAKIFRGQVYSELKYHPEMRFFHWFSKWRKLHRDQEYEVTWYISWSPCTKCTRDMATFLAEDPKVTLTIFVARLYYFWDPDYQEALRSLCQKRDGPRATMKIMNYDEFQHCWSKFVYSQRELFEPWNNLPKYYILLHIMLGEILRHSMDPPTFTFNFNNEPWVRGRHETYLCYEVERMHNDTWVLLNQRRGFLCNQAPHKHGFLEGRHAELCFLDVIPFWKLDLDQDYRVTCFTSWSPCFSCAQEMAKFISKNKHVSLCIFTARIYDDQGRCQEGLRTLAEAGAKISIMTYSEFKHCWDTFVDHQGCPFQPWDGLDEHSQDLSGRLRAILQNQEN
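Read-out is eYFP fluorescence (Ex 488/Em 500-530) from Vif-expressing HeLa A3G-eYFP cells; more signal means A3G escaped Vif-mediated degradation. Cells plated overnight, compound pinned in, incubated overnight at 37 deg C.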
mIDH1 inhibitor: inhibitors of human mutant IDH1 R132H; O75874; IDH1-R132H enzyme, NADPH consumption, diaphorase/resazurin fluorescence; Potency, µM (doses to about 76.6 µM), for inactives: at the highest dose activity change, negative = inhibition, actives largely listed as inhibitors; 390,000 tested, 0.093% active; further: potency means the concentration at half of the fitted maximal effect; on the % scale 0 is the no-effect control and ±100 the full control effect; nearly all actives have a fitted effect of over 65% in size
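IDH1-R132H (0.5 ug/mL dispensed) in pH 7.5 Tris buffer was preincubated 30 min with compound, then given a substrate mix of 0.016 mM NADPH and 2 mM alpha-KG for 80 min at room temperature; remaining NADPH was read by diaphorase/resazurin fluorescence.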
RGS4 inhibitor: human RGS4 inhibition; Potency, µM (series often up to 114 µM), for inactives: at the top dose activity change, negative = inhibition, hits mostly inhibitors; Transcreener GDP fluorescence polarization, RGS4-accelerated GTP hydrolysis; P49798; 390,000 tested, 0.039% active; further: potency means the concentration at half of the fitted maximal effect; on the % scale 0 is the no-effect control and ±100 the full control effect; nearly all actives have a fitted effect of over 75% in size; some results filed as inactive show a strong effect at the top dose
Target sequence (P49798 whole entry, looked up): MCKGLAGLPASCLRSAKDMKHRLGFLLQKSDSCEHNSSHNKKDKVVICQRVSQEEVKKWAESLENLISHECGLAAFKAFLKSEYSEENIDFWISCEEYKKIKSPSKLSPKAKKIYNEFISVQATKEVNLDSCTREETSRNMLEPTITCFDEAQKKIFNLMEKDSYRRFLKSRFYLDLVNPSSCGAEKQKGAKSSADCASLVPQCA
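MLSMR compounds (23 nl, pin-transferred) preincubated 10 min at room temperature with a 500nM (2x) first reagent, then RGS4 at 900nM (2x) plus Transcreener GDP mix added; fluorescence polarization (620/688 nm) read before and after 90 min at 30 °C.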
USP1-UAF1 inh: inhibitors of human USP1/UAF1 deubiquitinase | recombinant USP1/UAF1, Ub-Rhodamine cleavage fluorescence | Potency, µM (doses to about 57.1 µM), for the others: at the top dose activity change, negative = inhibition, hits mostly inhibitors | 390,000 tested, 0.23% active; further: potency means the concentration at half of the fitted maximal effect; on the % scale 0 is the no-effect control and ±100 the full control effect; nearly all actives have a fitted effect of over 60% in size; inactives centre near -12
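USP1/UAF1 complex at 1 nM was preincubated with compound for 15 min at room temperature, then Ub-Rho substrate (150nM final) was added. Fluorescence (480/540 nm) was read kinetically, 6 reads every 60 seconds.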
LDHA block: blocks human lactate dehydrogenase A. P00338. purified LDHA, NADH/diaphorase-resazurin fluorescence; stronger effect = lower value. activity change, % (values are at about 110 or 230 µM). 480,000 tested, 0.15% active; in the data active means activity change below about -30%; inconclusive means mostly about -25% to -30%;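 further: plate controls were DMSO wells for no effect and wells without enzyme for full effect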
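Resorufin fluorescence (ex540/em590), read at 0 and 20 min after diaphorase/resazurin addition, reports the NADH left after a 5 min room-temperature reaction of 2 nM human LDH5 with 0.06 mM NADH and 0.2 mM pyruvate.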
Glioma ERSR ind: inducers of ER stress response in human glioma cells; 420,000 tested, 0.02% active; AID 602332; U87-MG GRP78 promoter luciferase reporter, 16 h; Potency, µM, for the others: at the highest dose activation, most hits filed as activators; further: potency means the concentration at half of the fitted maximal effect; series mostly up to about 76 µM; % of control where 0% means no effect; nearly all actives have a fitted effect of over 35% in size
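ERSR induction read as luciferase luminescence (Bright-Glo, 10 min at room temperature) in stably transfected human U87-MG glioma cells exposed to compounds for 16 h, using GRP78 as sensor.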
TrxR1 substrate: substrates of rat thioredoxin reductase 1 | purified TrxR1 substrate turnover, NADPH consumption readout | Potency, µM (titrated, usually from 114 µM), inactives show at the top dose activity change, negative = substrate turnover | 390,000 tested, 0.01% active | AID 588456; further: potency means the concentration at half of the fitted maximal effect; on the % scale 0 is the no-effect control and ±100 the full control effect; nearly all actives have a fitted effect of over 50% in size
Target sequence (O89049 whole entry, looked up): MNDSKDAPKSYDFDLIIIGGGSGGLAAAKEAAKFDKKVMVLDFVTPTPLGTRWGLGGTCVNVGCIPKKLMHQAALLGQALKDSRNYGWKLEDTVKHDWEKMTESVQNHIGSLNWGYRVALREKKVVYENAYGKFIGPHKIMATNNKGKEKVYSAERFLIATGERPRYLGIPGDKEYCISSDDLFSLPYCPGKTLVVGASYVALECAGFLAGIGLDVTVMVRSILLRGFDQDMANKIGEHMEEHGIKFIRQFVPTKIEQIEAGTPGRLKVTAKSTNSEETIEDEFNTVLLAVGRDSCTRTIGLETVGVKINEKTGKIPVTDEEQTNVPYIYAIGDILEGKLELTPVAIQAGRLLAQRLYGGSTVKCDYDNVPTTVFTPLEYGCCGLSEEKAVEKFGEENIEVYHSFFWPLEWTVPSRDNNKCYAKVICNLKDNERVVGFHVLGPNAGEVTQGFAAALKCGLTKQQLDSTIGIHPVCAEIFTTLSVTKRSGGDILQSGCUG
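Rat TrxR1, dispensed at 90 nM, was prereduced with 400 uM NADPH (final) for 5 min at ~22 deg C, then incubated with compound 15 min before 400 uM selenite. A first-read NADPH fluorescence drop versus no-compound background flagged substrates.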
TrxR1 inh: blocks rat thioredoxin reductase 1; recombinant rTrxR1, NADPH fluorescence consumption, selenite substrate; Potency, µM (highest dose often 114 µM), for inactives: top-dose activity change, negative = inhibition, hits mostly inhibitors; 390,000 tested, 1% active; AID 588453; further: potency means the concentration at half of the fitted maximal effect; on the % scale 0 is the no-effect control and ±100 the full control effect; nearly all actives have a fitted effect of over 65% in size
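Rat TrxR1 (90 nM in the dispensed reagent) was pre-reduced with 400 uM NADPH for 5 min at room temperature, then incubated with compound for 15 min. After 400 uM selenite was added, NADPH fluorescence (Ex 340/Em 450 nm) was followed for 8 min.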
Starred values were filed as active, the others as inactive; ? = inconclusive; . = not tested or not shown; & = joins results of further samples; [ ] = remark or other dose. Unless noted, the call rests on the fitted dose curve; in most records, active means well fitted curve in the direction sought with a large enough effect; inconclusive means small, poorly fitted or top-dose-only effect, or another doubt; inactive means no such curve, though single readings can be large; an effect the other way counts as inactive or inconclusive. This is a subset; the hit share may differ from the screen's.

SMILES	Vif-A3F inh	Vif-APOBEC3G blk	mIDH1 inhibitor	RGS4 inhibitor	USP1-UAF1 inh	LDHA block	Glioma ERSR ind	TrxR1 substrate	TrxR1 inh
Cc1cc(C)c(NC(=O)CN2CCN3CCCC3C2)c(C)c1 (stereo not given)	14%&-7%	0%&4%	0%&20%	-7%&19%	2%&-12%	2&0	-2%&-5%	5%[57.1 µM]	-14%[11.4 µM]
COCCSc1ccccc1C(=O)NCc1ccco1	-2%	-1%	7%	-25%	1%	-2	-5%	7%	30%
O=C(COC(=O)COc1ccc(Cl)cc1)NCCNC(=O)COC(=O)COc1ccc(Cl)cc1	-5%	8%	-5%	9%	-12%	-11	0%	-1%[57.1 µM]	5%[57.1 µM]
CCOC(=O)C1(Cc2cccc(Cl)c2)CCCN(C(=O)CN2C(=O)CSC2=O)C1 (stereo not given)	1%	1%	-6%	-7%	-6%	-3	6%	-7%	-22%
O=[N+]([O-])c1c(O)c(Cl)cc(Cl)c1Cl (tested in a mixture with another compound)	0%	0%	12%	11%	-9%	-9	-2%	-2%	1%
CCC(C)NC(=O)CCCCCn1c(=O)[nH]c2cc(OC)c(OC)cc2c1=O (stereo not given)	-2%	0%	-4%	21%	-23%	0	2%	34%[activator]	7%
CCOc1cc(C(c2c(C)[nH][nH]c2=O)c2c(C)[nH][nH]c2=O)cc([N+](=O)[O-])c1O	2%	-8%	16%	-27%	-17%	26	1%	-8%	-12%
COc1ccc(CCNC(=O)C(=O)NCC2CCCN2S(=O)(=O)c2ccccc2)cc1OC (stereo not given)	-27%	-9%	5%	-8%	-21%	0	-4%	-6%	-2%
C/C(N)=C(/C#N)C(=O)CSc1ncnc2ccccc12	-11%	-10%	-7%	-29%[56.9 µM]	-19%	-6	-5%	5%	-1%
Cc1ccc(N2CC(C(=O)OCC(=O)c3ccc(F)cc3)CC2=O)cc1 (stereo not given)	4%	8%	-8%	8%	-22%	-6	-4%	3%	15%
Cc1ccc(Cl)cc1NC(=O)COC(=O)CSc1ccccc1	-4%	-2%	4%	6%	-7%	-6	-3%	-9%	8%[57.1 µM]
O=C(O)c1ccc(N2CCN(Cc3ccc4c(c3)OCO4)CC2)c([N+](=O)[O-])c1	-3%	-2%	5%	-9%	-13%	1	-3%	3%[57.1 µM]	8%[57.1 µM]
O=C(Nc1cc(-c2ccc(F)c(F)c2)no1)c1ccccc1F	-11%	0%	7%	15%	-13%	-3	0%	-12%	-21%
C/C(=N/N=C1\SCC(=O)N1c1ccccc1)c1ccc(C)cc1	7%	0%	10%	-3%	2%	-14	-4%	3%[57.1 µM]	20%[57.1 µM]
NS(=O)(=O)c1cccc(NC(=O)c2cccnc2Oc2ccccc2)c1	-4%	-8%	2%	6%	-6%	-7	-11%	-7%	10%

Looked up by compound from above, three records:
SMILES	Vif-A3F inh	Vif-APOBEC3G blk	mIDH1 inhibitor	RGS4 inhibitor	USP1-UAF1 inh	LDHA block	Glioma ERSR ind	TrxR1 substrate	TrxR1 inh
CCC(C)NC(=O)CCCCCn1c(=O)[nH]c2cc(OC)c(OC)cc2c1=O (stereo not given)	-2%	0%	-4%	21%	-23%	0	2%	34%[activator]	7%
O=[N+]([O-])c1c(O)c(Cl)cc(Cl)c1Cl (tested in a mixture with another compound)	0%	0%	12%	11%	-9%	-9	-2%	-2%	1%
CCOC(=O)C1(Cc2cccc(Cl)c2)CCCN(C(=O)CN2C(=O)CSC2=O)C1 (stereo not given)	1%	1%	-6%	-7%	-6%	-3	6%	-7%	-22%

The list continues:
SMILES	Vif-A3F inh	Vif-APOBEC3G blk	mIDH1 inhibitor	RGS4 inhibitor	USP1-UAF1 inh	LDHA block	Glioma ERSR ind	TrxR1 substrate	TrxR1 inh
COc1ccccc1OCCn1cc(/C=N/NC(N)=S)c2ccccc21	-11%	0%	9%	-27%	2%	-9	-3%	1%[57.1 µM]	10%[57.1 µM]
Cc1cc(-c2ccccc2)nc2cc(C(=O)NCCCn3ccnc3)nn12	-3%	4%	1%	-36%[11.4 µM]	-1%	-7	5%	14%	5%[57.1 µM]
NCC(O)COCCC12CC3CC(CC(C3)C1)C2 (stereo not given)	.	0%	3%	-1%	-9%	-1	-2%	1%	6%
COc1ccc(C2=C(N3CCN(c4cccc(C)c4C)CC3)c3ccccc3C2=O)cc1	0%	0%	-6%	-4%	-16%	-10	1%	2%	0%
CCc1ccccc1NC(=O)CSc1ncccc1C(=O)O	-1%	0%	0%	19%	-1%	-10	-4%	2%[57.1 µM]	5%[57.1 µM]
COc1ccc(Cl)cc1N(C)C(=O)CCNC(=O)Cn1cnc2ccccc2c1=O	-2%	2%	3%	-4%	-22%	-10	3%	10%	21%
O=C(Nc1cccc(S(=O)(=O)Nc2ccc(Cl)cc2)c1)c1ccc(Cl)nc1	-16%	1%	-7%	15%[11.4 µM]	-20%	-3	-1%	-8%	1%
COc1ccccc1C(CNC(=O)C(CCSC)NC(=O)c1ccccc1Cl)N1CCCC1 (stereo not given)	-2%	-3%	8%	-40%	-7%	2	-4%	3%[57.1 µM]	6%[57.1 µM]
CSc1nc(Oc2ccc(=O)[nH]n2)nc(N(C)C)n1	2%	-1%	13%	-2%	-16%	-13	-6%	3%	9%
O=C(CNC(=O)N1CC(=O)Nc2ccccc21)NCc1ccccc1	6%	3%	-6%	43%	-26%	-1	-1%	0%	0%
COc1ccc(N(CC(=O)NC(C)(C)C)C(=O)c2ccco2)cc1	-5%	-1%	-1%	-4%	-1%	2	-3%	-2%	-9%
O=[N+]([O-])c1cc(S(=O)(=O)Nc2cccc(Cl)c2)ccc1N/N=C/c1ccc(N2CCOCC2)cc1	9%	0%	0%	13%	-1%	-9	-3%	-8%	0%
COc1cc(OC)cc(-c2nc(-c3ccccc3)no2)c1	0%	-2%	1%	16%	-5%	-3	8%	-5%	-5%
C=CCN(C(=O)CCC(=O)Nc1cc(C)on1)C(C(=O)NC1CCCC1)c1ccc(CC)cc1 (stereo not given)	-23%	1%	5%	?	-16%	-5	12%	13%[57.1 µM]	13%[57.1 µM]
Cc1nccc(-c2ccc(-n3cnc4ccccc43)cc2)n1	6%	4%	4%	-10%[11.4 µM]	-8%	-8	3%	1%[11.4 µM]	1%[11.4 µM]
CC(=O)c1cccc(NC(=O)C2CCN(C(=O)c3cccs3)CC2)c1	?	-3%	2%	-13%	-17%	-11	-2%	9%[57.1 µM]	18%[57.1 µM]
O=c1[nH]cc(CCc2ccccc2)c(=O)[nH]1	1%	-1%	-1%	.	-19%	-7	-2%	.	.
Cn1c(=O)c2c(nc(OCC3COC(C)(C)O3)n2Cc2ccccc2F)n(C)c1=O (stereo not given)	3%	0%	7%	6%	-11%	0	-1%	-9%	-11%
CCc1nnc(SCC(=O)NC2CCCCC2)nc1CC	1%	-2%	1%	20%[11.4 µM]	-9%	-5	-3%	5%[57.1 µM]	7%[57.1 µM]
CCOC(=O)COc1ccc(C(=O)NC2CCCCC2)cc1	1%	3%	1%	-4%	-1%	-2	?	5%	10%
O=C(CCC1CCCN(C(=O)CC2=CCCCC2)C1)N1CCN(c2ccccn2)CC1 (stereo not given)	-8%	0%	5%	?	-12%	-3	1%	9%[57.1 µM]	19%[57.1 µM]
O=C(C[C@H]1C[C@H](C(=O)N2CCCCC2)[C@@]2(CCc3ccccc3)c3[nH]c4ccc(Cl)cc4c3CCN2C1=O)NCCc1ccccn1	-25%	-3%	-27%	-3%	-33%	-6	1%	-2%	13%
CC1CCc2c(sc(NC(=S)NC(=O)c3ccccc3)c2C#N)C1 (stereo not given)	-5%	-1%	10%	?	-16%	-2	7%	3%	-17%
COc1ccc(-c2nc(CS(=O)CC(=O)NC(C)CCc3ccccc3)c(C)o2)cc1OC (stereo not given)	-12%	-1%	2%	12%	-25%	-1	-1%	5%	30%
COc1ccc(OC)c(/C=C/C(=O)OCC(=O)Nc2ccc(Cl)c(S(=O)(=O)N(C)C)c2)c1	-2%	-3%	4%	-8%	-7%	-3	2%	81%	51%[activator][57.1 µM]
COc1ccc(NC(=S)N2CCC(N(C)CCN3CCOCC3)CC2)cc1	-9%	2%	-2%	3%	-3%	-2	-5%	-8%	-19%
CCCCN(CC)CCCNC(=O)c1cn(C)c2ccc(S(=O)(=O)N(C)C3CCCCC3)cc2c1=O	-13%&2%	2%&0%	2%&2%	14%&-9%	-2%&-21%	-6&-8	-5%&-2%	-4%&-4%	14%&11%
COc1ccccc1/C=C/C(=O)OCC(=O)Nc1c(F)cccc1F	-25%	-1%	-4%	19%	-29%	-5	-2%	6%	-9%
CCCC(=O)Nc1c2c(nn1-c1ccc(C)cc1C)CSC2	-9%	0%	-1%	8%	-9%	-2	0%	4%	?
O=C(NCCc1cccc(C(F)(F)F)c1)C1CCC(=O)N(Cc2ccc(Cl)cc2)C1 (stereo not given)	3%	0%	4%	-21%	-23%	2	-3%	-12%	-13%
CC(C)c1ccc(NC2CCCN(C(=O)c3cccc(N4CCNC4=O)c3)C2)cc1 (stereo not given)	-6%	1%	2%	13%	-2%	0	5%	-4%	15%
COc1ccc(CNC(=O)C2CCN(S(=O)(=O)c3ccc4c(c3)N(C(C)=O)CCO4)CC2)cc1	-12%	0%	-5%	3%	-26%	-8	-5%	2%	22%
O=C(OCC(=O)N1CCOCC1)c1cc(=O)[nH]c2ccccc12	0%	-1%	-2%	18%	6%	-6	7%	4%	-16%
